Source: PubChem BioAssay
E-sel TNF inh = blocks E-selectin expression induced by TNF alpha | AID 1246 | inhibition, % at 2 µM | HUVEC TNFa-induced E-selectin immunofluorescence, high content | actives 0.71% (n = 120,000);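 active = inhibition above the batch mean plus 3 SD, and confirmed as a hit on visual image review, cut at about 43% in these data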;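 also: 0% = TNF-stimulated DMSO wells and 100% = unstimulated control wells; not every result past the cut was called active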
GALR2 blocker = blocks the human galanin receptor 2 | inhibition, % at 4 µM | GALR2-expressing cells, antagonist mode | actives 0.39% (n = 140,000) | O43603; in the data active = inhibition above about 27%;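 also: cells stimulated with galanin 1-16 at roughly its EC80; 0% = agonist challenge control and 100% = basal control without agonist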
Target sequence (O43603 whole entry, looked up): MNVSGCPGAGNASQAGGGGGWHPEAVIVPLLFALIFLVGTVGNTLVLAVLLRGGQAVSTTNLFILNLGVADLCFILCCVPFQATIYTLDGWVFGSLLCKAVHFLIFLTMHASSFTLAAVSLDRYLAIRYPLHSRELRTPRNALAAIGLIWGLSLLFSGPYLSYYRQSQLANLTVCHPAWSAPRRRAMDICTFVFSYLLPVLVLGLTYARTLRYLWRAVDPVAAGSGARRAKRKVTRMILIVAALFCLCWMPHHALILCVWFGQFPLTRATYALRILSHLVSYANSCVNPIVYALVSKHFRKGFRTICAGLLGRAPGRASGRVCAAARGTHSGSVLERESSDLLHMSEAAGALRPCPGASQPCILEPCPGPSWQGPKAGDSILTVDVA
NPY Y2 blocker = antagonists of human neuropeptide Y receptor Y2 | NPY-Y2 expressing cells, antagonist mode | inhibition, % at 2.7 µM | actives 0.99% (n = 140,000) | AID 793; in the data active = inhibition above about 17%;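 also: 0% = vehicle with agonist challenge and 100% = reference antagonist with challenge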
Target sequence (P49146 whole entry, looked up): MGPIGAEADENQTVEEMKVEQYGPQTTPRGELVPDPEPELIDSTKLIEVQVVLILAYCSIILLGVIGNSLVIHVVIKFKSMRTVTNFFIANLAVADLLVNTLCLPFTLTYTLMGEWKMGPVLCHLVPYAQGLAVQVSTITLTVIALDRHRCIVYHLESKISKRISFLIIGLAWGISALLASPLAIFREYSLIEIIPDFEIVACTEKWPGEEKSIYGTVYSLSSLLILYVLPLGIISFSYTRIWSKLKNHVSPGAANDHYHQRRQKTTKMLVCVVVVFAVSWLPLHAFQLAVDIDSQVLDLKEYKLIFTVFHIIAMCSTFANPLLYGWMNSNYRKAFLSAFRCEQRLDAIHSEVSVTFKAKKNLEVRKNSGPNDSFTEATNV
PTEN del growth = PTEN-deleted cell growth suppression; HCT116 PTEN-null viability, CellTiter-Glo, 60 h; stronger effect = lower value; AID 827; viability, % at 10 µM; actives 1.2% (n = 140,000);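 active = viability at or below a set limit, 4 SD under the median of all tested compounds, cut at about 3.7% in these data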;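 also: PTEN knockout HCT116 line with beta catenin targeted HCT116 as companion control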
HCT116 bCat-KO = beta-catenin-lacking colon tumor cell growth suppression; HCT116 beta-catenin knockout viability, CellTiter-Glo, 60 h; stronger effect = lower value; viability, % at 10 µM; actives 1.5% (n = 140,000); AID 818;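 active = viability at or under a set limit, the compound median less 4 SD, cut at about 6% in these data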;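 also: 0% = Hyamine 1622 control at 20 µM and 100% = untreated cell control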
BB579 growth dn = chemicals that inhibit yeast BB579 growth in restrictive medium (lifespan-shortening candidates); S. cerevisiae BB579 growth, OD615, 48 h; inhibition, % at 10 µM; actives 0.51% (n = 140,000);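 active = inhibition above a set limit, 3 SD over the mean compound inhibition, cut at about 44% in these data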; also: inactives centre near -24
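Assay system: S. cerevisiae DeaD strain BB579 yeast. Medium: CSMM-D restrictive synthetic medium containing dextrose (glucose). Times: 4 h cell preincubation, 48 h compound exposure, 30 °C humidified. Signal: OD615 turbidity measurement. Benchmarks: positive control amphotericin B 10 µg/mL.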
Measles CPE = protection of cells from measles virus. protection (pct of control), % at 4 µM. Measles virus-infected cells, CPE protection, absorbance. actives 1.5% (n = 140,000); in the data active = protection mostly above about 24%, no sharp cut-off; inactive = mostly below about 26%; also: some compounds called inactive have numbers as strong as hits
MRP-1 activ = activates MRP-1; viability increase, % at 10 µM; H69AR cells + doxorubicin, viability rescue, CellTiter-Glo; actives 0.61% (n = 140,000);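 active = viability gain under doxorubicin at or above a set limit, the compound median plus 3 SD, cut at about 4.7% in these data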;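 also: MRP-1 overexpressing cells given doxorubicin 25 µM after compound pretreatment; 18-22 h compound pretreatment then 72 h with doxorubicin before readout; 0% = doxorubicin-only wells and 100% = vehicle-treated cells without doxorubicin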
Yeast life ext = yeast lifespan extension | S. cerevisiae growth with nicotinamide, OD615; deaD strain in restrictive glucose medium | AID 775 | actives 0.68% (n = 130,000) | inhibition of the nicotinamide effect, % at 10 µM;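 active = inhibition above a set limit, placed 3 SD over the median of all compounds, cut at about 26% in these data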;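 also: 0% = nicotinamide-treated wells and 100% = cells grown without nicotinamide; some compounds called inactive have numbers as strong as hits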
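System: Modified budding yeast, DeaD strain | Buffer or medium: Restrictive glucose medium | Also added: 1.5 mM nicotinamide | Doses: 10 µM single point, 0.25% DMSO | Schedule: 48 h compound exposure at 30 °C, humidified | Detection: Absorbance at 615 nm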
Phagocyt inh = blocks phagocytosis by macrophages; J774A.1 macrophage IgG-bead phagocytosis, imaging; inhibition, % at 5 µM; actives 0.07% (n = 110,000);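 active = inhibition above the mean of the plate negative controls plus 5 SD, cut at about 13% in these data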;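 also: phagocytic index as fraction of beads internalized from green versus red external bead signal; plate controls were DMSO negative control for no effect and cytochalasin-D positive control for full effect; some results beyond the cut were filed as inactive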
* hit, by the source's call; / = not tested or not shown; & = joins results of further samples.

SMILES	E-sel TNF inh	GALR2 blocker	NPY Y2 blocker	PTEN del growth	HCT116 bCat-KO	BB579 growth dn	Measles CPE	MRP-1 activ	Yeast life ext	Phagocyt inh
O=C(OCCN1CCN(c2ncc(C(F)(F)F)cc2Cl)CC1)c1ccc(F)cc1	-1	-3	1	95	95	-31	8	-1.7	-1	-1
O=C(CC(NCCc1ccccc1)C(=O)O)Nc1ccc(O)cc1 (stereo not given)	/	-22	3	103	100	-44	10	1.1	6	1
COc1ccc(/C=N\NC(=O)CCN2CCN(c3ccccc3)CC2)cc1OC	-28	4	2	83	85	-21	13	-3.4	-5	-4
O=C(Cn1c(C(=O)N2CCN(C3CCCCC3)CC2)cc2sccc21)c1ccccc1	17	14	15	59	62	14	4	-4.8	-9	0
COc1cccc(Cn2c(NCc3cccnc3)nc3c2c(=O)n(C)c(=O)n3C)c1	6	12	1	13	17	-23	23	-3.0	-7	/
Cc1nc(Cl)sc1C(=O)Nc1ccccc1	12	2	3	98	88	-30	3	-1.0	-5	-3
CCCC(C(=O)NCC1CCCO1)N(Cc1ccco1)C(=O)CNS(=O)(=O)c1ccc(F)cc1 (stereo not given)	6	3	2	83	87	-15	13	-1.3	-9	-3
CC(C)Oc1ccccc1C1Nc2ccccc2C(=O)N1c1ccc2c(c1)OCCO2 (stereo not given)	5	6	9	79	85	-46	13	-1.0	-10	/
COc1ccc(C2C(=O)N(CCc3ccccc3)CC(=O)N2C2CCCC2)cc1 (stereo not given)	-22	-5	6	69	81	-40	29	-2.4	7	/
O=C(CS(=O)(=O)c1cn(Cc2ccc(F)cc2)c2ccccc12)N1CCCCC1	-22	0	0	81	89	-10	4	-4.0	4	/
Cc1cc2c(N=NC(=O)C3CC3c3ccccc3)c(O)[nH]c2cc1Br (stereo not given)	/	0	4	5	7	-22	10	-3.7	2	-8
CCCONC(=O)Nc1ccccc1[N+](=O)[O-]	6	-12	1	98	96	-5	6	-1.9	0	-7
Cn1c(Cc2csc(N)n2)nnc1SCC(=O)NC1CCCCC1	11	5	-1	91	97	-46	4	-2.7	-3	0
Cc1noc(C)c1C(=O)Nc1nnc(-c2ccccc2)s1	-4	-6	-2	110	104	-71	10	1.3	-9	3
O=C(c1ccc(S(=O)(=O)N2CCOCC2)cc1)N1CCN(c2ccccc2F)CC1	-45	-15	1	110	108	-44	17	-0.8	-5	-1

Next section:
SMILES	E-sel TNF inh	GALR2 blocker	NPY Y2 blocker	PTEN del growth	HCT116 bCat-KO	BB579 growth dn	Measles CPE	MRP-1 activ	Yeast life ext	Phagocyt inh
CCCCOc1ccc(C(=O)NCC(=O)OC2CCOC2=O)cc1 (stereo not given)	14	-12	0	88	108	-34	2	-1.9	16	2
CCOC(=O)c1c(CN2CCOCC2)n(C)c2cc(Br)c(O)c(CN(C)C)c12	17	6&-4	0&3	86&99	85&95	-34&8	6&2	-4.1&-0.8	-22&-14	0&0
O=C(Nc1nc(-c2cccs2)cs1)c1cc2ccccc2oc1=O	0	-4	6	91	93	-17	1	0.6	-9	/
COc1cccc(N(CC(=O)NCCSc2ccccc2)S(C)(=O)=O)c1	-1	-9	4	98	95	5	1	-2.4	1	2
COc1cc(/C=N/NC(=O)c2ccc3ccccc3c2)ccc1Oc1ccc([N+](=O)[O-])cn1	/	4	2	80	79	-54	9	0.0	-5	-13
CC1SCCN1S(=O)(=O)c1ccc2ccccc2c1 (stereo not given)	-27	-12	3	97	78	-25	10	-1.4	/	/
Brc1ccc2c(c1)C(c1cccnc1)=NNC(c1cccs1)=N2	/	15	3	42	50	-26	8	-3.2	1	-5
NC(=O)c1cc(N)ccc1N1CCCC1	4	6	3	102	101	-37	14	-1.4	-4	-3
COc1ccc(CCNC(=O)C2CCCN(Cc3nc(-c4cccc(Cl)c4)oc3C)C2)cc1OC (stereo not given)	/	5	6	49	35	-40	11	-4.6	4	/
COCCCNCCCOc1ccc(C(C)(C)c2ccccc2)cc1	-29	0	4	89	78	-21	4	-4.0	0	-4
Cc1cc(NC2C3CC4CC(C3)CC2C4)n2ncnc2n1 (stereo not given)	-8	-24	3	99	96	-44	9	-1.1	-3	0
CCOC(=O)COn1c(=O)c(-c2ccc(OC)c(OC)c2)[n+]([O-])c2ccccc21	6	1	2	91	93	-27	6	-2.9	-7	/
CCN1C(=O)c2cccc3c(S(=O)(=O)NC(Cc4c[nH]c5ccccc45)C(=O)O)ccc1c23 (stereo not given)	-55	-3	-1	95	99	-43	4	-0.8	-10	-2
O=C(CSCc1ccc(F)cc1)Nc1ccc(F)cc1	4	-8	0	101	93	-13	6	-0.8	-3	/
CCN(C(=O)c1cc2cc3ccc(C)cc3nc2o1)c1ccc(OC)cc1	-11	-1	4	100	105	-13	2	6.6*	9	-1

Continued.
SMILES	E-sel TNF inh	GALR2 blocker	NPY Y2 blocker	PTEN del growth	HCT116 bCat-KO	BB579 growth dn	Measles CPE	MRP-1 activ	Yeast life ext	Phagocyt inh
COc1ccc(-c2cc(C(=O)Nc3nc4ccccc4s3)c3ccccc3n2)cc1OC	-31	-7	27*	50	61	-32	5	0.9	-5	-1
Cc1cccc(NC(=O)CC(C)(C)C)c1	-10	9	-1	109	102	-14	0	-0.2	-10	-2
CCOC(=O)c1ccc2nc(NC(NC(C)=O)(C(=O)OC)C(F)(F)F)sc2c1 (stereo not given)	13	-1	-1	101	98	-31	7	-1.2	-6	-1
CCOC(=O)N1CCN(CC(=O)Nc2ccc(C)c(Br)c2)CC1	5	-6	5	84	81	-17	51	-4.2	-17	-1
COC(=O)c1cc(NC(=O)C2(S(=O)(=O)c3ccc(C)cc3)CC2)cc(C(=O)OC)c1	14	2	2	90	90	-64	12	-1.7	4	-6
Cn1c(=O)[nH]c(=O)c2c1nc(N1CCNCC1)n2Cc1cccc2ccccc12	-2	5	6	69	71	-2	14	-1.1	-10	2
CSc1ccc(C2C(C#N)=C(N)N(c3ccccc3)C3=C2C(=O)CCC3)cc1 (stereo not given)	-18	13	-3	93	81	-64	10	-2.8	-11	-3
COC(=O)c1ccc(CSc2ncnc3ccccc23)o1	12	-2	10	70	76	-18	7	-1.0	-7	-1
CCCCNC(=O)CN1CCC2(O)CCCCC2C1c1ccccc1OC (stereo not given)	-6	8	3	76	87	-6	11	-1.6	-12	0
COC(=O)c1sc2ccccc2c1N	-11	7	4	101	92	10	12	-4.5	-14	3
CCCc1cc(=O)[nH]c(SCC(=O)N2CCN(S(=O)(=O)c3ccc(C)cc3)C2)n1	-14	4	-1	90	94	-32	7	-1.4	3	0
COc1ccccc1NC(=O)c1nn(-c2ccccc2)ccc1=O	51	2	0	92	120	14	19	0.0	-17	-1
COC(=O)CSc1snnc1-c1ccc(Cl)cc1Cl	11	4	4	104	97	-63	5	-0.1	-6	0
O=C(NC(=S)N1CCCCCC1)C1CC1	/	-3	5	101	95	-12	14	-1.3	3	-3
Cc1cccc(C(=O)OCc2cc3ccccc3[nH]c2=O)c1	-4	0	4	89	99	-40	6	-0.8	-15	0

(further entries)
SMILES	E-sel TNF inh	GALR2 blocker	NPY Y2 blocker	PTEN del growth	HCT116 bCat-KO	BB579 growth dn	Measles CPE	MRP-1 activ	Yeast life ext	Phagocyt inh
Clc1ccc(-n2ncc3c(NCCCn4ccnc4)ncnc32)cc1	4	-5	1	94	89	-19	3	-2.8	-27	-1
COc1ccc(C2=C/C(=C/c3cccnc3)C(=O)O2)cc1OC	/	0	3	89	96	-7	11	0.0	-4	-12
CC(=O)NC(c1ccccc1)c1nc2ccccc2[nH]1 (stereo not given)	-11	7	2	112	104	-16	4	0.1	-9	-4
O=C(CN(CC1CCCO1)C(=O)CNS(=O)(=O)c1ccc(Cl)cc1)NCCc1ccccc1 (stereo not given)	3	3	0	104	95	-11	4	0.2	-16	/
COc1c[nH]n(C2CCCCC2)c(=O)c1=O	/	4	2	92	75	24	4	-4.8	33	0
CCCCCCc1cc2cc(-c3nnc(-c4ccccc4)o3)c(=O)oc2cc1O	/	-16	-1	1.8*	1.6*	-34	5	-2.8	3	1
Cc1cc(C)cc(-n2c(SC(C)C(=O)NCc3ccc4c(c3)OCO4)nc3ccccc3c2=O)c1 (stereo not given)	/	4	2	67	58	-19	3	-2.7	3	5
Clc1cc2c(c(Cn3cnc4ccccc43)c1)OCOC2	12	11	4	99	92	-12	9	-2.6	-1	/
COc1ccc(NC(=S)N(CCc2c(C)[nH]c3ccccc23)Cc2cccnc2)cc1	11	5	-3	78	84	-21	11	-1.8	4	/
CCc1ccc(/C=C/C(=O)C2C(=O)c3ccccc3C2=O)cc1	3	-6	2	86	74	-9	4	-1.6	28	-3
O=C(CSc1nnc(-c2cccnc2)n1Cc1ccco1)Nc1nc(-c2ccc(F)cc2)cs1	-14	1	2	61	60	-40	4	-3.8	-8	0
CCCc1nc2ccccc2c(=O)n1/N=C/c1c(C)[nH]n(-c2ccc(C)cc2)c1=O	/	-7	2	50	39	-38	4	-2.0	-10	1
COC(=O)c1ccc(CNC(=O)c2ccc(COc3ccccc3)cc2)cc1	/	8	7	98	104	-30	3	0.7	1	-9
O=[N+]([O-])c1ccc(Cl)c(/C=N/N2CCN(C3c4ccccc4-c4ccccc43)CC2)c1	13	4	0	69	78	-37	12	0.5	-8	/
CCN(CC)CC(=O)c1c[nH]c2ccc(OC)cc12	/	-2	5	91	93	-42	20	-1.8	-26	/

Going on with the list.
SMILES	E-sel TNF inh	GALR2 blocker	NPY Y2 blocker	PTEN del growth	HCT116 bCat-KO	BB579 growth dn	Measles CPE	MRP-1 activ	Yeast life ext	Phagocyt inh
COCCCNC(=O)Cn1cc(/C=C(\C#N)C(=O)N2CCN(c3ccccc3)CC2)c2ccccc21	/	-1	1	86	92	-20	37	-2.1	0	-5
NC(=O)C1CNc2ccccc2O1 (stereo not given)	-9	-4	-1	89	93	-13	8	-4.6	2	-1
O=C(CSC1=NCCS1)N1CCOCC1	-40	-2	-1	110	102	-72	10	-1.0	-5	2
COc1ccc(-n2nnc3c(=O)n(Cc4cccc(C)c4)cnc32)cc1	/	-4	5	98	100	-10	5	-0.2	-8	-3
CCOC(=O)C1CCN(C(=O)Nc2ccc(Cl)cc2Cl)CC1	-6	-5	1	98	91	-34	1	-1.4	6	-3
COc1ccc(N2C(=O)C3CCCN3C2c2cccc(OC)c2)cc1 (stereo not given)	/	8	1	104	100	-4	17	-0.7	-1	0
CCC(C)(C)n1nnnc1C(c1cc2cc(C)cc(C)c2[nH]c1=O)N1CCN(Cc2ccc3c(c2)OCO3)CC1 (stereo not given)	12	3	1	67	71	-45	21	-0.5	-7	-1
O=c1[nH]cc([N+](=O)[O-])cc1Br	-10	-2	3	98	93	-19	29	-1.2	1	-6
COc1ccc(CNC(=O)c2c(C)cc(=O)oc2C)cc1OC	/	-1	0	97	98	-7	29	-0.7	-5	-2
CC1(C)CC(=O)C(C(=O)/C=C/NCCc2ccccc2)C(=O)C1	10	-3	1	99	100	-14	3	-2.6	0	-1
O=C(CSc1nnc2scc(-c3ccc(F)cc3)n12)NCc1ccco1	/	-6	4	103	91	-38	10	-2.3	-5	-1
